# High-throughput results (PubChem)
# Rac1 GTP hydrolysis – MgcRacGAP GTPase-activating activity inhibitors, confirmation, biochemical, ADP Hunter fluorescence; MgcRacGAP-stimulated Rac1 GTP hydrolysis, ADP Hunter fluorescence; higher % means a stronger effect; GST-tagged Rac1 F28L mutant substrate; one-dose inhibition, % at 30 µM; IC50 in µM for titrated hits; actives 0.6% (n = 340,000); AID 624330;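 active = first-screen hits whose inhibition reached a set limit at any dose in the follow-up dose series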;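 also: fluorescence reports GDP produced by GAP-driven GTP hydrolysis; strong numbers were not always called active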
# GPR55 LPI antagonism – GPR55 antagonists blocking LPI-driven arrestin recruitment, primary screen, imaging, U2OS, beta-arrestin-GFP, LPI agonist (AID 2013); U2OS GPR55 beta-arrestin-GFP translocation imaging, LPI antagonism; higher % means a stronger effect; one-dose inhibition, % at 10 µM; IC50 in µM for titrated hits; actives 0.13% (n = 290,000);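 active = spots per cell inhibited over 60%, with over 100 cells counted and total cytoplasm intensity under 500,000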;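 also: U2OS cells stably carrying GPR55 and arrestin-GFP stimulated by 5 µM LPI near EC80; imaged beta-arrestin-GFP aggregate spots per cell after agonist stimulation; plate controls were LPI-stimulated DMSO wells for no effect and DMSO wells without LPI for full effect; some results filed as inactive read as strong as hits; confirmed hits need IC50 under 10 µM and bright autofluorescent wells are also inconclusive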
# SV40 large T antigen – SV40 large T antigen inhibitors, biochemical (AID 1903) | inhibition, % at 20 µM; hits with a dose series show IC50 in µM | actives 0.39% (n = 310,000) | SV40 large T antigen ATPase/helicase inhibition assay; higher % means a stronger effect; in the data active = a potency from the dose series; also: strong numbers were not always called active
# T cell modulator – T cell immune modulators affecting CD8 T cell-vesicle binding; actives 0.068% (n = 330,000); AID 2052; 2C CD8+ T cell-vesicle binding, flow cytometry; active compounds read low; calls only at 7 µM;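 active = response, share of CD8 T cells binding vesicles, and their 90th percentile fluorescence all below set limits, cut at about 80% in these data, passing the limit was not always enough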
#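 Incubation: binding step 1.5 h, 37 °C, antibody labelling 20 min, ice; system: murine 2C transgenic CD8+ T lymphocytes; technique: cytometric PE anti-B7-1 and Alexa647 anti-CD8 signals after 1% paraformaldehyde fixation; also added: QL9-charged Drosophila Ld/ICAM-1/B7-1 vesicles; control set: naked versus QL9-loaded vesicles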
# LYP inhibition – inhibitors of LYP phosphatase, biochemical, fluorescence intensity, uHTS (AID 1779). actives 0.054% (n = 290,000). recombinant LYP phosphatase, fluorescence intensity; higher % means a stronger effect. inhibition, % at 11.5 µM; hits with a dose series show IC50 in µM; in the data active = inhibition above about 50%;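 also: plate controls were vehicle with enzyme for no effect and no enzyme for full effect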
# Lipid droplet – hepatic lipid droplet formation modulation. AML12 mouse hepatocytes, oleate lipid droplets, BODIPY imaging. inhibition, % at 6.5 µM. actives 0.4% (n = 240,000). AID 1656;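 active = lipid droplet intensity inhibited by at least 50%, with more than 500 cells counted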
#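 Assay system: AML12 mouse liver cells | Compound dosing: One dose, 6.5 µM compound | Read-out basis: Droplet intensity reduction, % inhibition | Measured by: Fluorescence imaging, 20x objective, two fields per well | Schedule: Overnight treatment with compound plus oleate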
# GPR55 activation – selective activators of receptor GPR55 – imaging, U2OS cells, beta-arrestin-GFP redistribution, primary screen (AID 1961) | U2OS GPR55 beta-arrestin-GFP redistribution imaging; higher % means a stronger effect | activation, % at 10 µM, or EC50 in µM where a hit was titrated | actives 0.048% (n = 290,000);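 active = activation above 40% with more than 50 cells counted in the well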;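 also: U2OS osteosarcoma cells stably expressing GPR55 and beta-arrestin-GFP; plate controls were DMSO negative control for no effect and LPI positive control for full effect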
# GPR35 antagonists – inhibition of zaprinast-stimulated GPR35 beta-arrestin translocation – imaging, U2OS, beta-arrestin-GFP, zaprinast agonist, primary screen (AID 2058); actives 0.052% (n = 290,000); inhibition, % at 10 µM, or IC50 in µM where a hit was titrated; U2OS GPR35 beta-arrestin-GFP translocation imaging, zaprinast antagonism; higher % means a stronger effect;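 active = inhibition of at least 50% with at least 30 cells and total cytoplasm GFP at most 10,000,000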
# NTR1 agonist – NTR1-driven beta-arrestin-GFP spot formation – imaging, U2OS cells, high content, primary screen (AID 493036) | agonist mode | P30989 | actives 0.17% (n = 330,000) | activation, % at 20 µM;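 active = activation at or above 40% of the spot to cytoplasm intensity ratio, with at least 20 cells analyzed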;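 also: 0% = DMSO without peptide and 100% = 100 nM NTR1 peptide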
# Target sequence (P30989 whole entry, looked up): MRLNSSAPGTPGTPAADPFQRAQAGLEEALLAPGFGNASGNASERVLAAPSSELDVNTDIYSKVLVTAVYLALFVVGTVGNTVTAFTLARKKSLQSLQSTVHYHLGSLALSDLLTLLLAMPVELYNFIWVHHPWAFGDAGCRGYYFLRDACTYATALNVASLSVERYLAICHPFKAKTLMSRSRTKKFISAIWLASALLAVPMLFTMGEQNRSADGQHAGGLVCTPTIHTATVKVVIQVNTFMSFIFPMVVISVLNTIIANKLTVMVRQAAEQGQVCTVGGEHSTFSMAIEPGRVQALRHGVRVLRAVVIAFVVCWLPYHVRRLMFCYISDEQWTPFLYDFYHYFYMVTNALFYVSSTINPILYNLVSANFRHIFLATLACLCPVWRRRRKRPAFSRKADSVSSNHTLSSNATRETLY
# Lipid droplet cells 6.5 µM – further read-out of Lipid droplet, marked with its call; cell count; measured here: cell count, cytotoxicity flag;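 cells counted across two imaged fields per well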
# T cell modulator vesicle-bound % – recorded beside T cell modulator, whose call it bears; double positive events, %; measured here: CD8+ vesicle-bound cell fraction;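 binding gate set so that unloaded-vesicle control wells show 10% double positive cells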
# NTR1 agonist cell count 20 µM – further read-out of NTR1 agonist, marked with its call; cell count; measured here: cell count, cytotoxicity flag
# Starred values were filed as active, the others as inactive; i = inactive; nt = no result given; + = active, no number.
SMILES,Rac1 GTP hydrolysis,GPR55 LPI antagonism,SV40 large T antigen,T cell modulator,T cell modulator vesicle-bound %,LYP inhibition,Lipid droplet,Lipid droplet cells 6.5 µM,GPR55 activation,GPR35 antagonists,NTR1 agonist,NTR1 agonist cell count 20 µM
CCOC(=O)C1CCCN(c2cc(=O)n(C3CCCCC3)c(=O)[nH]2)C1 (stereo not given),-5%,9%,5%,i,56,0%,6,718,0.5%,-14%,-0.2,98
O=C(Nc1ccnc(-c2ccncc2)n1)c1ccc(F)cc1,8%,-3%,19%,i,14,-3%,0,677,-0.2%,10%,-0.1,53
S=c1[nH]nc(-c2ccccc2)n1CC1CCCO1 (stereo not given),9%,-6%,8%,i,54,2%,-8,725,-0.1%,-8%,0.1,50
COC(=O)c1cc(OC)c(OC)cc1NC(=O)C(C)c1ccc([N+](=O)[O-])cc1 (stereo not given),8%,-5%,1%,i,53,-5%,-7,582,-0.1%,14%,0.1,80
COc1ccc(OCCn2nnc(-c3ccc(Cl)cc3)n2)cc1,-9%,6%,-3%,i,45,-2%,0,671,-0.1%,7%,1.8,53
CN(C)c1ccc(/C=N/NC(=O)c2cnc3ccccc3c2)cc1,6%,16%,4%,i,16,3%,2,724,0.5%,-5%,1.5,71
O=C(c1nc2ccccn2c1CNCCCn1cccn1)N1CCCC1,10%,6%,-1%,i,14,-5%,-4,737,0.0%,5%,1.7,59
CC(C)c1ccc(NC(=O)NCc2cccnc2)cc1,-2%,-2%,14%,i,4,-10%,2,862,0.4%,5%,1.0,67
Cc1ccc(S(=O)(=O)c2nc(S(C)(=O)=O)sc2N(C)C)cc1,9%,-2%,-2%,i,29,-7%,-8,757,-0.2%,2%,0.5,43
O=C(c1cccc(-c2ccc(O)cc2)c1)N1CCN(c2ccc(F)cc2)CC1,-8%,0%,2%,i,24,-10%,0,668,0.2%,-12%,6.2,27
CC(C)NC(=O)C1CC=CCC1C(=O)O (stereo not given),1%,11%,15%,i,33,-4%,6,660,-0.1%,-11%,-0.3,54
N#CCCN(C(=O)COC(=O)Cc1ccc(Br)cc1)c1ccccc1,-7%,-10%,8%,i,15,-8%,2,698,-0.2%,0%,2.2,31
Cc1nnc(SCC(=O)NCc2ccc3c(c2)OCO3)n1C,13%,3%,-2%,i,6,-5%,-2,691,-0.6%,-1%,-1.2,35
O=S(=O)(Nc1ccc2c(c1)nc1n2CCOC1)c1ccc(Cl)cc1,5%,-4%,12%,i,34,-10%,nt,nt,0.6%,2%,0.6,88
COC(=O)C1=C(C)N(c2cccc3ccccc23)C(=O)C1,5%,13%,15%,i,12,-4%,5,752,0.0%,17%,4.1,84
COC(=O)c1ccccc1NC(=O)Cn1nnc(-c2ccc3c(c2)OCO3)n1,7%,1%,3%,i,3,-8%,-14,884,-0.2%,-6%,3.8,52
CCCCc1ncc(CN2CCC(n3nccc3NC(=O)c3ccccc3OC)CC2)[nH]1,10%,6%,12%,i,17,-10%,1,755,0.4%,1%,1.5,60
O=C(Nc1nnc(S(=O)(=O)N2CCCCCC2)s1)c1ccccc1Cl,18%,-7%,nt,i,32,-2%,0,771,-0.1%,-3%,-0.8,42
O=C(O)CCN1CCc2ccccc21,15%,9%,18%,i,17,-14%,nt,nt,-0.1%,-2%,-0.5,76
CC(C)[C@H](NS(=O)(=O)c1ccc2c(c1)OCCO2)C(=O)OCC(=O)Nc1ccccc1Cl,4%,5%,8%,i,29,-6%,-28,618,0.2%,-6%,1.4,40

# Brought forward from above: 2 compounds, then new ones.
SMILES,Rac1 GTP hydrolysis,GPR55 LPI antagonism,SV40 large T antigen,T cell modulator,T cell modulator vesicle-bound %,LYP inhibition,Lipid droplet,Lipid droplet cells 6.5 µM,GPR55 activation,GPR35 antagonists,NTR1 agonist,NTR1 agonist cell count 20 µM
O=C(O)CCN1CCc2ccccc21,15%,9%,18%,i,17,-14%,nt,nt,-0.1%,-2%,-0.5,76
CC(C)[C@H](NS(=O)(=O)c1ccc2c(c1)OCCO2)C(=O)OCC(=O)Nc1ccccc1Cl,4%,5%,8%,i,29,-6%,-28,618,0.2%,-6%,1.4,40
CC(C)c1nnc(NC(=O)Cn2nc(-c3ccc4c(c3)OCCO4)ccc2=O)s1,11%,-12%,-4%,i,41,0%,-2,658,-0.2%,2%,-0.8,72
CC(C)OC(=O)CSc1nnc(-c2ccccc2)n1N,6%,3%,12%,i,25,-8%,1,778,-0.1%,0%,-2.2,82
Cc1nn(-c2nc3ccccc3[nH]2)c(=O)c2ccccc12,8%,8%,-6%,i,66,-5%,29,662,0.3%,12%,nt,nt
Brc1ccccc1-c1nnc(CSc2nncn2-c2ccccc2)o1,-1%,2%,5%,i,28,-10%,nt,nt,-0.2%,13%,0.0,106
C#CCN(C#N)c1nc(NCC)nc(NC(C)C)n1,1%,-4%,5%,i,7,-4%,-8,620,0.2%,14%,-1.2,69
CC1CCc2sc3ncnc(N4CCOCC4)c3c2C1 (stereo not given),12%,8%,17%,i,29,-9%,18,821,0.3%,-5%,2.4,54
COc1cc(OC)cc(-c2nc3nc(C)c(CCC(=O)NCC(OC)OC)c(C)n3n2)c1,10%,-9%,12%,i,43,-3%,-2,686,0.0%,9%,-0.7,80
O=C1CCC(=O)N1CNc1ccc(Oc2ccccc2)cc1,16%,-1%,12%,i,46,3%,6,782,-0.2%,-9%,1.7,71
Cc1ccc(S(=O)(=O)NCc2ccccn2)c(C)c1,-4%,11%,21%,i,45,-10%,nt,nt,-0.1%,-9%,-0.4,69
O=C(COc1ccc2ccccc2c1)Nc1nnc(-c2ccco2)s1,nt,1%,19%,i,51,-6%,-3,730,-1.9%,6%,1.3,62
Fc1ccccc1-c1nc(NC2CCCC2)c2ccccc2n1,4%,6%,11%,i,59,-6%,8,433,-0.1%,-6%,15,77
CCN(C(=O)C1CCCN1S(=O)(=O)c1ccc2c(c1)n(C)c(=O)c(=O)n2C)c1ccccc1 (stereo not given),7%,-3%,nt,+,3.7*,-14%,-5,827,-0.3%,0%,-0.6,68
O=C(CC12CC3CC(CC(C3)C1)C2)Nc1cccc2ncccc12,-1%,21%,5%,i,55,-7%,10,788,-0.2%,8%,-0.7,45
CC(=O)c1c(C)n(-c2ccccc2)c2ccc(OCC(N)=O)cc12,9%,6%,16%,i,44,-1%,-4,692,-0.1%,-4%,-0.7,56
COCCOC(=O)c1[nH]c2c(c1C)C(=O)CC(c1ccccc1)C2 (stereo not given),3%,-4%,17%,i,40,-6%,-274,306,0.2%,12%,1.1,50
O=C(NCCN1CCN(C(=O)c2ccc([N+](=O)[O-])cc2)CC1)C(=O)Nc1ccc(F)cc1,4%,-5%,14%,i,28,-13%,16,653,1.1%,-8%,0.5,53
NS(=O)(=O)c1ccc(CCNC(=O)c2ccc(Cn3c(=O)[nH]c4ccccc4c3=O)cc2)cc1,2%,-2%,1%,i,24,-5%,-23,537,0.6%,2%,1.5,42
Cc1ccc(S(=O)(=O)N2CCCCC2)cc1C(=O)Nc1ccc(S(=O)(=O)Nc2ncccn2)cc1,9%,-7%,18%,i,12,4%,19,685,0.2%,0%,2.1,50
NC(=O)C[C@@H]1NC(=O)c2cc([N+](=O)[O-])cc(F)c2NCCCC[C@@H](C(N)=O)NC(=O)[C@H](CO)NC1=O,nt,13%,2%,nt,nt,-4%,24,758,-0.1%,14%,nt,nt
COc1ccc(C=O)cc1COc1ccc(Cl)cc1[N+](=O)[O-],0%,4%,5%,i,40,-9%,nt,nt,0.0%,-1%,2.6,59
Cc1ccc(OC2CCN(C(=O)C3CCC(=O)N(C4CC4)C3)CC2)cc1 (stereo not given),7%,-29%,-6%,i,7,-9%,13,651,0.0%,8%,0.0,71
CC(C)Nc1nnc(SC(C)C(=O)Nc2ccc(Cl)cn2)s1 (stereo not given),1%,14%,10%,i,2,1%,0,723,0.1%,-7%,-1.0,47
CC1COc2ccccc2N1S(=O)(=O)c1ccc(Cl)cc1 (stereo not given),3%,-1%,14%,i,61,-4%,-5,726,0.5%,-4%,5.4,43
COc1cc(OC)cc(-c2cc3nc(C)c(CCC(=O)Nc4nc(C)cs4)c(C)n3n2)c1,7%,17%,24%,i,52,0%,-15,661,0.8%,-19%,9.0,61
Cc1cc(C(=O)COC(=O)[C@H](C)NC(=O)c2ccco2)c(C)n1Cc1ccco1,-5%,0%,8%,i,45,-4%,3,718,0.6%,2%,0.1,97
O=C(NC(N1CCOCC1)C(Cl)(Cl)Cl)c1ccccc1Cl (stereo not given),3%,5%,22%,i,44,0%,0,698,0.5%,-11%,-2.4,44
O=C(O)c1c2c(nc3ccccc13)/C(=C/c1c(F)cccc1F)CCC2,5%,-2%,9%,i,35,5%,-11,793,0.2%,5%,2.2,51
CC(=O)c1c(C)[nH]c(C(=O)OCc2nnc(-c3ccccc3)o2)c1C,3%,14%,9%,i,23,0%,-6,644,0.5%,-11%,-0.1,46
O=C(CSc1nnnn1-c1ccc2c(c1)OCCO2)c1cccc2c1OCCO2,7%,12%,3%,i,34,-3%,nt,nt,-0.2%,-6%,1.1,59
COC(=O)CSc1nnc(CNC(=O)c2ccco2)n1-c1ccc(F)cc1,7%,-7%,-1%,i,27,1%,nt,nt,0.3%,9%,1.9,64
CC(C)(C)NC(=O)CSc1ncnc2c1cnn2-c1ccccc1,-4%,-8%,2%,i,32,-9%,-6,816,-0.1%,-6%,0.2,44
CCCS(=O)(=O)N1CCCC(C(=O)NCCN(Cc2ccccc2)C(C)C)C1 (stereo not given),17%,16%,13%,i,34,-7%,nt,nt,-0.1%,16%,-0.9,53
O=C(Cn1nc(-c2ccccc2)ccc1=O)Nc1cccc(NC(=O)c2ccccn2)c1,nt,0%,8%,i,22,-3%,-22,657,-0.4%,0%,4.9,66
CNC(=O)CNC(=O)Nc1ccc(Cl)c(Cl)c1,10%,-14%,5%,i,30,-7%,1,692,-0.1%,-12%,-1.0,96
COc1ccc(C(=O)OC2CCCCC2CN(C)C)cc1 (stereo not given),0%,18%,-3%,i,7,-8%,10,801,-0.2%,4%,1.4,43
